# Bim-Bcl-B = inhibitors of Bim-Bcl-B interaction, human; AID 951; bead-based flow cytometry, Bim peptide-Bcl-B binding; 0.073% of 190,000 active; inhibition, % at 10 µM; Q9HD36;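 note: 0% = tracer peptide without compound and 100% = reference inhibitor peptide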
# Target sequence (Q9HD36 whole entry, looked up): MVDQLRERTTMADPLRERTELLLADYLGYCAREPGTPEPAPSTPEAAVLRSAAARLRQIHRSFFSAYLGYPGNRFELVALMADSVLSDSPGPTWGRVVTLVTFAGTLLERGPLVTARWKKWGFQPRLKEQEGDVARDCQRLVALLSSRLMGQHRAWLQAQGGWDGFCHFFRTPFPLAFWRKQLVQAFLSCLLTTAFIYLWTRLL
# Bcl-W Bim block = inhibitors of Bim-Bcl-W interaction, human; inhibition, % at 10 µM; Q92843; bead-based flow cytometry, Bim peptide-Bcl-W binding; 0.02% of 190,000 active;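 note: 0% = bound tracer without compound and 100% = peptide blocker; higher means less fluorescent Bim peptide bound to Bcl-W beads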
# Target sequence (Q92843 whole entry, looked up): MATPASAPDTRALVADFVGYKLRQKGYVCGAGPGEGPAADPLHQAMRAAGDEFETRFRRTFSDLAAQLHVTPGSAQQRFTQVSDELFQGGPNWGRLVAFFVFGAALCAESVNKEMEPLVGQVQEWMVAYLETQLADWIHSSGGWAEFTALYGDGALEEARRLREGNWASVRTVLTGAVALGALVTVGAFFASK
# RGS4-Gao reg = modulates binding of RGS4 to human Galphao; 0.33% of 220,000 active; Multiplexed bead flow cytometry; actives lie on both sides; AID 1415; binding response (% of control), % at 10 µM; P09471; in the data active = binding response below about 49% or above about 150%; inactive = in between;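 note: fluorescent Galphao activated with aluminum fluoride binding bead-coupled RGS4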
# RGS8-Gao reg = human RGS8-Galphao interaction regulation | AID 1423 | 0.34% of 220,000 active | P09471 | multiplexed bead flow cytometry, RGS8-Galphao binding; actives lie on both sides | response (percent of control binding), % at 10 µM; in the data active = response below about 60% or above about 140%; inactive = in between;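 note: Galphao activated as the GDP aluminium fluoride complex binding bead-coupled RGS8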
# ABCB1 block = blocks JC-1 efflux by human ABCB1 transporter | P08183 | CCRF-Adr cells, flow cytometry | inhibition, % at 6.6 µM | 0.067% of 190,000 active | AID 1326; in the data active = inhibition above about 40%;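 note: 0% = vehicle and 100% = reference inhibitor; higher value means more JC-1 retained so stronger ABCB1 efflux block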
# Bim-Bcl-2 = inhibitors of Bim-Bcl-2 interaction, human | P10415 | Bead-based flow cytometry, Bim peptide-Bcl-2 binding | inhibition, % at 10 µM | 0.06% of 190,000 active; in the data active = inhibition above about 40%; inconclusive = no clear call, values can overlap the other calls;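 note: 0% = no compound wells with probe peptide and 100% = reference peptide inhibitor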
# GSH bead fluor = compound fluoresces at 488/530 nm on GSH beads; GSH beads flow cytometry, compound fluorescence 488/530 nm; stronger effect = higher value; 0.25% of 190,000 active; fluorescence (KMESF) at 10 µM; in the data active = fluorescence above about 89;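 note: glutathione beads carrying GST-tagged Bcl family fusion proteins plus one bare bead set; values are compound well signal with DMSO vehicle wells as background; inactives centre near 16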
# ABCG2 block = blocks JC-1 efflux by human ABCG2 transporter; 0.1% of 190,000 active; IgMXP3 cells, flow cytometry; Q9UNQ0; inhibition, % at 6.6 µM;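 active = inhibition above 80%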;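 note: 0% = DMSO and 100% = nicardipine control wells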
# Target sequence (Q9UNQ0 whole entry, looked up): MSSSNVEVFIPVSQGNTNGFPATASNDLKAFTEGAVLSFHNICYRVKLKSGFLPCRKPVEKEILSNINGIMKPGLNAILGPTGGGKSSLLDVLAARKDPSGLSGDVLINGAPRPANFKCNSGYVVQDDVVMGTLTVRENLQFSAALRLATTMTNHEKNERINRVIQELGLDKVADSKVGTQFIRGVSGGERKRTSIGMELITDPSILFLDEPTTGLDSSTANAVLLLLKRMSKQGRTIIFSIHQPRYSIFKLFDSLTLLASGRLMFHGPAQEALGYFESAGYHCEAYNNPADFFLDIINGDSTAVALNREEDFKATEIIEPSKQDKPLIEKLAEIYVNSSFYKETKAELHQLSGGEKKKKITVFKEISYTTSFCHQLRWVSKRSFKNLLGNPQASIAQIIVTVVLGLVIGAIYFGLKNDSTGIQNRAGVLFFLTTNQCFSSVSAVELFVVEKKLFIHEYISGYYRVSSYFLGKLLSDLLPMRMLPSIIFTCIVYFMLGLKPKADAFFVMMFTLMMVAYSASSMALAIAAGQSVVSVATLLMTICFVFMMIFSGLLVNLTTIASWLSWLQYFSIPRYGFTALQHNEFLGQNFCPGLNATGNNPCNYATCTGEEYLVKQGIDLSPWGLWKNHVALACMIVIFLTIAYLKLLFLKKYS
#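 Test system: IgMXP3 (ABCG2) plus far-red-tagged CCRF-Adr (ABCB1) cells. Reagent: JC-1 dye as substrate. Timing: 10 min exposure at 25 °C with rotation, no wash. Measured by: flow cytometric JC-1 green MFI at 530 nm. Read-out: percent efflux inhibition, scaled nicardipine 100% to DMSO 0%. Control set: nicardipine and DMSO wells.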
# Bfl-1 Bim block = human Bim-Bfl-1 interaction inhibition | Bead-based flow cytometry, Bim-Bfl-1 binding inhibition | Q16548 | AID 1008 | inhibition, % at 10 µM | 0.12% of 190,000 active;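 note: 0% = wells without compound plus tracer and 100% = blocker peptide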
# RGS7-Gao = human RGS7-Galphao interaction regulation; Multiplexed bead flow cytometry, RGS7-Galphao binding; actives lie on both sides; binding response (% of control), % at 10 µM; 0.35% of 220,000 active; in the data active = binding response below about 49% or above about 150%; inconclusive = no clear call, values can overlap the other calls; inactive = in between;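 note: fluorescent Galphao held in activated GDP-AlF4 state binding bead-coupled RGS7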
# Bcl-XL Bim block = human Bim-Bcl-XL interaction inhibition | Q07817 | AID 1007 | Bim peptide-Bcl-XL binding, bead flow cytometry, fluorescence | inhibition, % at 10 µM | 0.04% of 190,000 active
# The depositor's hits bear a star; ? = inconclusive; / = not tested or not shown. Cut-off read from the data, not from the text of the source, unless noted: active = inhibition above about 40%.
SMILES,Bim-Bcl-B,Bcl-W Bim block,RGS4-Gao reg,RGS8-Gao reg,ABCB1 block,Bim-Bcl-2,GSH bead fluor,ABCG2 block,Bfl-1 Bim block,RGS7-Gao,Bcl-XL Bim block
CCOC(=O)c1ccccc1NC(=S)N1CCCCC1,-6,-2,101,103,-0.2,-1,14,6,2,99,-6
C/C(CC(=O)Nc1ccc(C)c(Cl)c1)=N\NC(=O)c1ccncc1,-3,0,104,102,-0.8,3,25,0,-4,101,-2
O=C(CSc1nnc(-c2ccc(OC(F)F)cc2)o1)N1CCOCC1,-3,-1,98,99,-0.6,2,18,3,-3,98,0
Cc1cc(C)cc(NC(=S)N(CCN(C)C)C(C)c2cccnc2)c1 (configuration not stated),0,-7,103,105,0.0,1,17,0,4,102,-2
COC(=O)CN(c1ccc(C)cc1)S(=O)(=O)c1ccc(F)cc1,-1,-4,99,103,0.6,0,11,4,-2,100,-1
CC(=O)N1CCC2(CC1)C/C(=N\NC(=S)Nc1ccc(C)cc1)c1cc(O)ccc1O2,-13,-4,103,100,0.3,0,19,3,-1,100,-2
COc1ccccc1Nc1c([N+](=O)[O-])cc(C)cc1[N+](=O)[O-],-5,-2,107,103,1.9,0,13,25,-6,103,-2
COC(=O)c1c(NC(=O)c2cccnc2Cl)sc(C(=O)N(C)C)c1C,-3,-1,97,99,0.5,0,7,5,-1,98,-2
C[C@@H]1C(=O)O[C@@H]2CC34[C@H]5C[C@@H](C(C)(C)C)C36[C@H](OC(=O)[C@@H]6O)OC4(C(=O)O5)[C@@]12O (some centres not stated),-3,0,108,104,0.9,-1,18,1,-1,105,-1
CCC(=O)Nc1nnc(-c2ccc(Cl)s2)o1,-4,-1,102,107,-0.1,-1,10,1,-8,105,-3
Cc1nn(-c2ccccc2)c(N2CCCCC2)c1/C=N/NC(=O)c1ccncc1,0,-1,102,103,1.8,-1,18,4,-3,97,-1
O=C(NC1CCCCC1)N1CCC(n2cnc3ccccc32)CC1,-8,-1,100,102,0.1,-7,26,1,-15,102,-9
O=C(O)C1CCN(S(=O)(=O)c2ccc3c(c2)OCCCO3)CC1,-1,2,97,100,0.4,-1,13,4,0,?,1
Cc1cccc(NC(=O)C(c2cccc([N+](=O)[O-])c2)N2CCCCC2)c1 (configuration not stated),-7,1,101,99,1.4,-6,27,9,-15,94,-8
O=C(OCCC1Oc2cccnc2NC1=O)c1ccc([N+](=O)[O-])cc1 (configuration not stated),-6,-2,103,100,-0.1,-1,26,2,-2,103,-1
CC1CCN(S(=O)(=O)c2cccc(C(=O)N(Cc3ccccc3)c3ccccn3)c2)CC1,-3,1,101,101,1.1,0,16,1,-6,101,-4
Cc1ccc2[nH]c3c(c2c1)CN(C(=O)CN1CCN(Cc2ccc4c(c2)OCO4)CC1)CC3,-6,-3,104,99,-2.3,-8,34,-3,-8,102,8
CN(CCC(=O)Nc1ccc(Br)cc1)Cc1ccccc1,-9,-1,101,100,1.1,-5,25,5,-13,98,-2
Cc1cccc(C)c1OCC(=O)Nc1ccc(NC(=O)c2ccco2)cc1,-4,2,100,102,0.3,0,23,1,0,95,0
COc1ccccc1N=Cc1c(O)c2ccccc2oc1=O,0,-3,107,103,1.3,-13,17,7,-11,106,-1
CC(=O)NC(Cc1ccccc1)C(=O)OCC(=O)c1ccc(F)cc1 (configuration not stated),-6,-1,102,106,/,0,12,0,-1,99,-3
CC(C)CCn1c(Sc2nc3ccccc3s2)nc2c1c(=O)[nH]c(=O)n2C,-4,0,100,100,0.3,-3,25,0,-6,99,-3
Cc1c(S(=O)(=O)N2CCOCC2)c(=O)n(C)c(=O)n1C,-6,3,102,101,0.3,-6,26,1,-6,104,-2
CCCCNC(=O)Cn1cnc2ccc(S(=O)(=O)N3CCC(C)CC3)cc2c1=O,-3,-3,101,99,0.7,-5,15,2,-6,101,-2
Cc1nn(C)cc1CNC(=O)Nc1cccc(Cl)c1,-11,1,107,106,0.1,-12,9,3,-14,104,-5
Cc1nn(C)cc1NC(=O)CC12CC3CC(CC(C3)C1)C2,3,2,97,105,0.0,3,9,6,1,96,4
O=C(Nc1ccc(Cl)cc1)c1ccc2nsnc2c1,-4,-4,105,101,0.3,-1,21,6,-6,97,-2
Cc1cc(C)n(-c2ccc(C(=O)OCC(=O)Nc3ccc(S(=O)(=O)N4CCOCC4)cc3)cc2)n1,-11,-1,102,102,-3.1,-13,25,0,-6,98,-4
O=C1C(Nc2ccccc2)=C(NS(=O)(=O)c2ccccc2)C(=O)c2ccccc21,0,-2,97,96,1.4,-5,12,16,-14,95,-1
OCc1csc(=Nc2ccccc2)n1-c1ccccc1,-3,0,97,99,0.3,0,10,2,0,101,-4
CCOC(=O)c1c(C)n(C)c2ccc(OC)c(NC(=O)CN3CCN(C4CCCCC4)CC3)c12,-5,0,96,97,0.1,-7,23,2,-13,97,-1
Cc1ccc(S(=O)(=O)Cn2nnnc2CN2CCN(C(=O)c3ccco3)CC2)cc1,-6,1,106,103,0.1,-8,41,0,-7,107,5
CC1CN(S(=O)(=O)c2ccccc2)CC(C)O1 (configuration not stated),-3,0,99,99,0.8,-11,26,25,-6,99,-7
CCCCCCS(=O)Cc1ccccc1 (configuration not stated),-3,4,95,98,0.7,-4,40,1,-11,96,4
COc1cccc(NC(=O)N2CCCC2C(=O)NC(C)C)c1 (configuration not stated),0,0,98,103,0.1,-1,23,0,1,99,0
O=C(NCCSc1ccccc1)c1ccccc1Cl,0,0,100,101,0.5,-4,11,25,-8,97,-2
CCOC(=O)c1c(C)n(C)c2ccc(OC)c(NC(=O)c3cccs3)c12,0,0,91,95,1.9,-3,14,7,0,94,3
COC(=O)c1ccccc1NC(=O)C1CCC(=O)N1S(=O)(=O)c1ccc(C)cc1 (configuration not stated),0,-2,93,93,-6.3,0,30,-4,4,94,1
Cc1ccc(OCC(=O)Nc2ccc3c(c2)OC(F)(F)O3)c([N+](=O)[O-])n1,-4,-1,98,101,0.9,-6,11,38,-14,98,-4
CCNC(=O)COc1ccc2ccccc2c1,-5,-1,96,98,-0.1,0,26,3,-4,95,-4
CCCS(=O)(=O)NCCc1cc2cc(C)c(C)cc2[nH]c1=O,4,3,101,93,-0.7,7,19,2,0,102,7
O=C1CC(c2cccnc2)c2cc3c(cc2N1)OCCO3 (configuration not stated),-2,0,98,99,0.3,-9,13,2,-10,93,-4
O=C(COC(=O)c1ccccn1)Nc1c(Cl)cccc1Cl,-4,0,103,102,0.1,-3,47,1,-6,99,-5
CCOC(=O)c1oc2ccc(S(=O)(=O)Nc3ccc4c(c3)n(C)c(=O)n4C)cc2c1C,-8,-1,102,97,2.5,-10,21,2,-15,102,-3
COc1cc(/C=N/NC(=O)c2cccc(S(=O)(=O)N3CCCCC3)c2)cc(Br)c1O,-6,4,102,99,-0.1,0,11,1,3,96,-1
CC(C)OC(=O)CCCCCN1C(=O)CSC1=S,-3,-1,99,98,1.1,-1,22,3,-1,95,0
Nc1ccc(N(CCO)CCO)cc1,-10,11,95,93,0.7,4,21,3,8,95,0
C/C(Cl)=C\Cn1c(Nc2cccc(C)c2)nc2c1c(=O)n(C)c(=O)n2C,-6,-1,103,100,-2.2,-5,32,-1,-10,100,-4
COCCCNC(=O)c1ccc(N2CCOCC2)c(NS(=O)(=O)c2ccc(OC)cc2)c1,-5,-1,/,/,0.0,-11,27,0,-12,/,-2
O=C(Nc1ccc(F)cc1F)c1csc(-c2cccs2)n1,-1,0,102,103,2.4,-1,13,18,-4,?,-1

# Part of the list above, reformatted:
SMILES: CCCS(=O)(=O)NCCc1cc2cc(C)c(C)cc2[nH]c1=O
- Bim-Bcl-B: 4
- Bcl-W Bim block: 3
- RGS4-Gao reg: 101
- RGS8-Gao reg: 93
- ABCB1 block: -0.7
- Bim-Bcl-2: 7
- GSH bead fluor: 19
- ABCG2 block: 2
- Bfl-1 Bim block: 0
- RGS7-Gao: 102
- Bcl-XL Bim block: 7
SMILES: O=C1CC(c2cccnc2)c2cc3c(cc2N1)OCCO3 (configuration not stated)
- Bim-Bcl-B: -2
- Bcl-W Bim block: 0
- RGS4-Gao reg: 98
- RGS8-Gao reg: 99
- ABCB1 block: 0.3
- Bim-Bcl-2: -9
- GSH bead fluor: 13
- ABCG2 block: 2
- Bfl-1 Bim block: -10
- RGS7-Gao: 93
- Bcl-XL Bim block: -4
SMILES: O=C(COC(=O)c1ccccn1)Nc1c(Cl)cccc1Cl
- Bim-Bcl-B: -4
- Bcl-W Bim block: 0
- RGS4-Gao reg: 103
- RGS8-Gao reg: 102
- ABCB1 block: 0.1
- Bim-Bcl-2: -3
- GSH bead fluor: 47
- ABCG2 block: 1
- Bfl-1 Bim block: -6
- RGS7-Gao: 99
- Bcl-XL Bim block: -5

# (continued)
SMILES,Bim-Bcl-B,Bcl-W Bim block,RGS4-Gao reg,RGS8-Gao reg,ABCB1 block,Bim-Bcl-2,GSH bead fluor,ABCG2 block,Bfl-1 Bim block,RGS7-Gao,Bcl-XL Bim block
Clc1ncnc2c1oc1ccccc12,-9,-1,98,99,0.6,-10,46,3,-13,100,-5
COc1cccc(-n2cc(CNCc3cn(C)nc3-c3ccccc3F)cn2)c1,-8,-4,103,101,-0.1,-2,14,1,-4,107,-7
COc1cc(CCC(=O)Nc2cccc(C(F)(F)F)c2)cc(OC)c1OC,-7,-3,104,107,1.3,-8,15,4,-9,105,-3
COc1cc(C(=O)NC2=NCCS2)ccc1OCc1c(C)noc1C,-11,-2,97,99,0.8,-34,23,1,0,104,-19
Cc1ccc(C)c(C(=O)COc2ccc(C)nc2[N+](=O)[O-])c1,-17,3,94,95,0.5,-5,256*,4,-2,102,-2
O=C1/C(=C/c2ccccc2)NC(=S)N1C(c1ccccc1)c1ccccc1,-3,3,105,104,0.1,2,8,1,-7,103,-6
O=C(Nc1ccccc1)c1cccc(N2C(=O)CCC2=O)c1,8,3,95,95,1.8,2,35,8,3,99,3
CCc1cc(C(=O)N=Nc2c(O)[nH]c3ccc([N+](=O)[O-])cc23)c2ccccc2n1,-2,-2,102,101,-1.1,4,2,-6,-3,98,-5
Cc1onc(-c2ccccc2)c1C(=O)NC(=S)NNC(=O)c1ccc(O)cc1,-8,-2,103,105,0.5,-8,15,9,-12,94,-9
CCOC(=O)CNS(=O)(=O)c1ccc(C(=O)O)cc1,0,3,90,94,0.2,4,13,1,1,99,-5
Cc1cccc(C)c1NC(=S)N(Cc1ccccc1)Cc1cccs1,-4,1,99,98,1.0,-2,21,9,-2,97,-3
CNC(=O)CSc1nnc(COc2ccc(Cl)cc2)n1CCOC,-3,-4,99,99,0.5,0,20,1,-8,100,-7
CCOC(=O)N1CCN(C(=S)NCCOC)CC1,0,0,107,106,0.3,-1,11,1,-1,106,1
Cn1nnnc1SCC(=O)c1cccs1,-3,1,104,102,-0.1,2,5,0,7,102,-3
O=C(c1ccccc1)N1CCN(c2ncnc3sc4c(c23)CCC4)CC1,-4,1,99,99,2.1,-7,35,5,-9,100,-6
COc1ccc(C(=O)C2CCCN(C(=O)C3CCOCC3)C2)c(C)c1 (configuration not stated),-5,-2,99,96,0.6,-4,10,3,-5,95,-3
COc1cccc(CNCc2cccnc2)c1OCc1ccccc1,-3,-3,101,102,0.1,-2,13,0,-7,101,-7
COc1cc(C(=O)NCc2nnc(SCC(=O)Nc3cccc(C)c3)o2)cc(OC)c1OC,1,-2,96,99,0.4,1,8,1,-2,94,-6

# Compound activity deposited in PubChem BioAssay by NMMLSC.
